sdo1 growth: compounds rescuing growth of sdo1-depleted yeast, bone marrow failure model | S. cerevisiae sdo1-depleted JHY4D growth rescue, OD600 30 h; stronger effect = higher value; pdr5 snq2 efflux-pump mutant strain | z-score at 10 µM | 0.21% of 140,000 active | AID 817;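 active = z-score above 3 at both the 24 hr and the 30 hr optical density reads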;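 note: z-score against mean and SD of all compound wells on the same plate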
Insulin prom inh: TRM-6 insulin promoter activity inhibition; TRM-6 cells (human fetal islet line), insulin promoter-eGFP reporter, imaging; reporter expression induced with tamoxifen; inhibition, % at 2 µM; 0.9% of 130,000 active; AID 1273;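 active = inhibition above the mean plus 3 SD, with well images judged a real hit on visual review, cut at about 60% in these data, passing the limit was not always enough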
sdo1 growth Rescue 24 h: recorded beside sdo1 growth, whose call it bears; z-score; S. cerevisiae sdo1-depleted JHY4D growth rescue, OD600; measured here: growth rescue at 24 h;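 0 is the plate mean of compound wells and units are plate SD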
Starred values were filed as active, the others as inactive; / = not tested or not shown; [ ] = another dose, or the depositor's remark. Not all compounds are listed; count on the stated rates, not on these rows.

SMILES | sdo1 growth | sdo1 growth Rescue 24 h | Insulin prom inh
CCCNS(=O)(=O)c1cc(Br)cc2c1N(C(=O)CC)CC2 | 0.5 | 1.3 | -47
CCCN1CNc2c(c(=O)[nH]c(=S)n2CCc2ccccc2)C1 | / | / | 0
CCOC(=O)Cn1nc(-c2ccccc2)c2cnc3ccc(CC)cc3c21 | -0.99 | -1.5 | 0
Cc1nc2ccccc2c2oc(C(=O)N3CCC(N4CCCCC4)CC3)cc12 | -0.17 | -0.7 | /
O=C1CCCc2sc3c(c2N1)CCCCC3 | -0.21 | -0.76 | /
CCCn1nc2cc(C(=O)NCCc3cccs3)ccc2c1OCC | -0.62 | -0.99 | -9
Cc1ccc(S(=O)(=O)NC2c3cccc4cccc(c34)C2Sc2nncn2C)cc1 (configuration not stated) | -0.86 | -0.41 | -16
COC(=O)c1ccc(NC(=S)NC2CCCCC2)cc1 | -0.43 | -0.67 | /
Cn1c(=O)c2c(ncn2CC(=O)N2CCc3ccccc3C2)n(C)c1=O | 0.01 | -0.23 | -21
COc1cc(S(=O)(=O)N2CCOCC2)ccc1NC(=O)CN1c2cccc3cccc(c23)S1(=O)=O | -0.13 | 0.17 | 0
CCCCn1c(C)cc(C)c(S(=O)(=O)c2ccccc2C)c1=O | -1 | -0.82 | 0
O=C(NCCCNCCCNC(=O)c1ccccn1)c1ccccn1 | 0.9 | 1 | -64
COc1cc2c(cc1OC)CN(CC(=O)Nc1cccc(C)c1)CC2 | -0.63 | -0.41 | 9
CC(=O)Nc1ccc(S(=O)(=O)N(Cc2ccccc2)C(C)C)cc1 | -1.2 | -1.1 | -3
Cc1cc2cc3c(cc2nc1SCC(=O)OC(C)C)OCO3 | -1.1 | -0.54 | /
CCOc1cc(C)c(C(C)C)cc1S(=O)(=O)N1CCN(C)CC1 | -0.18 | -0.31 | -89
CCc1nnc(NC(=O)CSc2nc3c(c(=O)n2C)SC(C)C3)s1 (configuration not stated) | 0.6 | -0.22 | 40
COc1ccc(CC2S/C(=N/N=C/c3ccc(O)cc3)NC2=O)cc1 (configuration not stated) | / | / | 6
CC1CN(CCc2ccccc2)c2nc3c(c(=O)[nH]c(=O)n3C)n2C1 (configuration not stated) | 0.72 | -0.05 | -38
Nc1nonc1C(=O)N/N=C/c1ccc(-c2cccc([N+](=O)[O-])c2)o1 | -0.21 | -0.67 | 27
O=C(NC1CCCC1)c1ccc(S(=O)(=O)N2CCOCC2)cc1 | -0.09 | -0.63 | -4
Cc1oc(-c2cccc(Cl)c2)nc1CN1CCC(C(=O)NCc2ccco2)CC1 | -0.01 | -0.3 | /
CCOC(=O)CC(=O)CSc1nc2sc(C)cc2c(=O)n1Cc1ccco1 | -0.51 | -0.53 | 40
Cc1nn(C)c(C(=O)N2CCN(C(=O)c3ccco3)CC2)c1Br | 0.87 | 0.83 | -27
COc1ccccc1-c1nnc(SCC(=O)NC2CCS(=O)(=O)C2)n1N (configuration not stated) | / | / | -61
Cn1cc(C(=O)NCc2ccccc2F)cn1 | 1.1 | 0.96 | -21
CCOC(=O)c1cc2c(nc1N)CC(C)(CC)OC2 (configuration not stated) | -0.05 | -0.49 | -10
CCC(=O)Nc1sc2c(c1C#N)CC(C)(C)NC2(C)C | -0.63 | -1.5 | /
C=CCn1c(C#N)c(N)sc1=N | 0.74 | 0.28 | 0
Cc1ccc(S(=O)(=O)n2ccc3cccnc32)cc1 | -0.39 | -0.35 | -33

Two of these compounds, set out differently.
compound	sdo1 growth	sdo1 growth Rescue 24 h	Insulin prom inh
CCc1nnc(NC(=O)CSc2nc3c(c(=O)n2C)SC(C)C3)s1 (configuration not stated)	0.6	-0.22	40
COc1ccc(CC2S/C(=N/N=C/c3ccc(O)cc3)NC2=O)cc1 (configuration not stated)	/	/	6

(more compounds)
SMILES | sdo1 growth | sdo1 growth Rescue 24 h | Insulin prom inh
O=C1CCCN1CCCNS(=O)(=O)c1ccc(Cl)c(C(=O)N2CCOCC2)c1 | -0.14 | -0.42 | -5
O=C(Nc1cccn2ncnc12)c1ccc(Cl)cc1Cl | 1.8 | 2.3 | -7
O=C(CSc1nc2ccccc2s1)Nc1ccc(Cl)c(S(=O)(=O)N2CCOCC2)c1 | -0.17 | -1.1 | /
CCC(c1nnnn1CCOC)N1CCN(C(=O)c2ccco2)CC1 (configuration not stated) | 0.63 | 1 | 31
Cc1ccc2nc(C)cc(Cl)c2c1 | / | / | 18
COc1ccc(-c2nnc(SCCC(=O)O)n2-c2ccccc2)cc1 | 0.04 | 0.15 | -486
Cc1cc(C(=O)N/N=C/c2cc(Cl)cc([N+](=O)[O-])c2O)c2ccccc2n1 | 0.33 | 1 | 20
Cc1ccc(-n2ncc3c(N4CCCC4)ncnc32)c(C)c1 | 0.23[10.8 µM] | 0.17 | /
COc1ccc(-n2c(SC3CCOC3=O)nc3ccccc32)cc1 (configuration not stated) | -0.02 | 0.42 | /
COc1ccc(CCNC(=O)CN(C)S(=O)(=O)c2cccc3nsnc23)cc1OC | -0.26 | -0.2 | 24
Cc1ccc(NC(=S)C2=C(O)c3sccc3N(C)S2(=O)=O)cc1 | 0.33 | 0.34 | 9
Cc1ccc(Cn2c(/C=C/c3ccco3)nc3ccccc32)cc1 | -1.2 | -0.98 | /
C=CCN(CC=C)C(=O)Cn1cnc([N+](=O)[O-])n1 | 0.56 | -0.04 | -14
O=S1(=O)CCC(NC(=S)SCc2ccccc2Br)C1 (configuration not stated) | / | / | 0
CCN(CC)C(=O)CSc1nnc(CCCCCNC(=O)OC(C)(C)C)o1 | 1.1 | -1.4 | /

Gathered by group, those above containing a nitro group on carbon (three)
SMILES | sdo1 growth | sdo1 growth Rescue 24 h | Insulin prom inh
Nc1nonc1C(=O)N/N=C/c1ccc(-c2cccc([N+](=O)[O-])c2)o1 | -0.21 | -0.67 | 27
Cc1cc(C(=O)N/N=C/c2cc(Cl)cc([N+](=O)[O-])c2O)c2ccccc2n1 | 0.33 | 1 | 20
C=CCN(CC=C)C(=O)Cn1cnc([N+](=O)[O-])n1 | 0.56 | -0.04 | -14

(listing goes on)
SMILES | sdo1 growth | sdo1 growth Rescue 24 h | Insulin prom inh
CCN1CCN(C(=S)Nc2ccc3nc(N4CCN(C)CC4)cc(C)c3c2)CC1 | 0.09 | -0.64 | 41
O=[N+]([O-])c1ccccc1S(=O)(=O)N1CCN(Cc2ccc3c(c2)OCO3)CC1 | / | / | 6
O=C(Nc1ccccc1F)c1ccc(Cn2cc(Br)cn2)cc1 | / | / | 0
Cc1cc(N)n2ncc(-c3cccc(Br)c3)c2n1 | -1.3 | -0.47 | 93*
Cc1ccc(CSCCNC(=O)c2ccc(NS(C)(=O)=O)cc2)cc1 | / | / | -29
CCOC(=O)c1c(NC(=O)C2COc3ccccc3O2)sc(C(C)=O)c1C (configuration not stated) | -0.46 | -0.69 | -43
CS(=O)(=O)N1CCN(c2cccc(Cl)n2)CC1 | 1.1 | 0.45 | 0
COc1ccc(N(CC(=O)N2CCCCCC2)S(=O)(=O)c2c(C)[nH]c(=O)[nH]c2=O)cc1 | 0.56 | 0.54 | /
COC(CNC(=O)c1cccc2c1C(=O)N(Cc1cccnc1)C2)OC | 1.1 | 0.65 | /
CN1CCN(S(=O)(=O)c2ccc(NC(=O)c3cccc(S(=O)(=O)N4CCCC4)c3)cc2)CC1 | 0.15 | -0.8 | 29
Cc1cc(S(=O)(=O)N2CCCCCC2)c(Cl)cc1Cl | -0.02 | 0.21 | 11
CC(=O)Nc1ccc2c(c1)CCC2=O | 0.4 | -0.74 | -5
Cc1cc(NC(=O)CN2CCCC(C)C2)n(-c2nc3ccccc3s2)n1 (configuration not stated) | -0.11 | 2.6 | -9
O=C(NCCc1ccccn1)c1cc(-c2ccccc2Cl)nc2ccccc12 | 0.02 | 0.34 | /
CCOC(=O)c1sc2nc(C)nc(SCC(=O)NC(C)CCc3ccccc3)c2c1C (configuration not stated) | -0.02 | 0.56 | 3
CSc1nc(NCCOCCO)c2sc3nc(-c4ccco4)c4c(c3c2n1)CCC4 | -0.72 | -1.4 | /
COc1ccc(CC(=O)NC(C)c2nnc(SCC(=O)Nc3nc(C)cs3)n2C)cc1 (configuration not stated) | 0.63 | 0.15 | 30
O=C(CCCCn1c(=O)[nH]c2ccsc2c1=O)NCc1cccnc1 | 0.18 | -0.57 | 16
O=C(c1ccc(COc2c(F)c(F)cc(F)c2F)o1)N1CCN(c2ccc(Cl)cc2)CC1 | -0.94 | -0.32 | 37
Nn1c(SCC(=O)NCCC2=CCCCC2)nnc1C(F)(F)F | 0.59 | 0.24 | /
CCS(=O)(=O)c1nnnn1-c1ccccc1S(C)(=O)=O | -1.1 | -0.74 | 38
CCn1c(=S)sc2c(=O)n(-c3ccccc3)c(SCC(=O)NCc3ccco3)nc21 | 0.02 | -0.01 | 36
O=C(NCc1ccco1)c1sc(=S)n2c1[nH]c(=O)c1ccccc12 | -0.22 | -0.03 | 36
CCOc1ccc(-c2nnc3ccc(SC)nn23)cc1 | -0.51 | -0.43 | /
CCCCCCCC(=O)N/N=C(\C)c1ccc(O)cc1O | -1 | -1.2 | /
COC(=O)c1ccc(-c2nc(-c3cccs3)no2)cc1 | -2.1 | -0.32 | /
O=C(CCN1CCOCC1)N/N=C/c1cc([N+](=O)[O-])ccc1OC(F)F | / | / | -64
Cc1cc(S(=O)(=O)Nc2cccc(Cl)c2)c(C)s1 | / | / | 20
CN(C)S(=O)(=O)c1cccc(NC(=O)COC(=O)/C=C/c2ccc([N+](=O)[O-])cc2)c1 | / | / | 8
O=[N+]([O-])C(=C1Nc2ccccc2N1)/C(Cl)=C(/Cl)Br | -0.57 | -0.12 | 12

Compound profiles (already shown). Order of values: sdo1 growth	sdo1 growth Rescue 24 h	Insulin prom inh
O=[N+]([O-])C(=C1Nc2ccccc2N1)/C(Cl)=C(/Cl)Br is entered as -0.57	-0.12	12
Cc1cc(S(=O)(=O)Nc2cccc(Cl)c2)c(C)s1 is entered as /	/	20
Nn1c(SCC(=O)NCCC2=CCCCC2)nnc1C(F)(F)F is entered as 0.59	0.24	/
COc1ccc(CC(=O)NC(C)c2nnc(SCC(=O)Nc3nc(C)cs3)n2C)cc1 (configuration not stated) is entered as 0.63	0.15	30
O=C(NCc1ccco1)c1sc(=S)n2c1[nH]c(=O)c1ccccc12 is entered as -0.22	-0.03	36

Next section.
SMILES | sdo1 growth | sdo1 growth Rescue 24 h | Insulin prom inh
CCC(=O)Nc1cccc(C(=O)Nc2nccs2)c1 | / | / | -17
CC(=O)Nc1ccc2c(c1)ncn2C1CCCCC1 | 0.25 | 0.41 | -40
COc1ccc(Br)cc1C(=O)Nc1cccc(C)c1C | 0.16 | 0.31 | -48
CC12CC(c3ccccc3O1)C(/C(N)=N/NC(=O)c1ccc(F)cc1)C(=O)N2 (configuration not stated) | 0.88 | 0.89 | /
Cc1cc(C)cc(N(CC(=O)NCc2ccco2)S(=O)(=O)c2c(C)noc2C)c1 | -0.26 | -0.04 | /
CCN(CC)C(=O)N1CCC(NC(=O)c2ccccc2)CC1 | -0.14 | -0.23 | /
COc1ccc(N2CCN(S(=O)(=O)/C=C/c3ccccc3)CC2)cc1 | 1.6 | 2.4 | /
CCC(C)NC(=O)CC(NS(=O)(=O)c1ccc(NC(C)=O)cc1)C(C)C (configuration not stated) | / | / | -47
CCn1c(SCC(=O)c2cc(OC)ccc2OC)nnc1-c1ccncc1 | / | / | -118
O=S(=O)(c1ccc(F)cc1)N1CCC(O)(c2ccc3c(c2)OCO3)CC1 | 0.1 | 0.93 | 0
CC(=O)NC1(c2ccc(F)cc2)CCN(C(=O)c2c(F)cccc2F)CC1 | / | / | -10
Cc1ccc(-n2c(C)cc(/C=c3/sc4nc5ccccc5n4c3=O)c2C)cc1 | -1.3 | -1.5 | 13
COc1ccc2c(CC(=O)OCC(=O)NC(=O)c3cccn3C)coc2c1 | -0.93 | -2.2 | 42
O=C(COc1cccnc1[N+](=O)[O-])NCCc1ccccc1 | / | / | -35
CCOC(=O)C(NC(=O)c1cccc(Cl)c1)(Nc1nnc(C)s1)C(F)(F)F (configuration not stated) | -0.86 | -0.63 | 7
O=C(Nc1nnc(CSCc2ccc(Cl)cc2)s1)c1cccc([N+](=O)[O-])c1 | -0.2 | -0.61 | /
Cc1ccc2nc(-c3ccc(S(=O)(=O)N4CCOCC4)cc3)cn2c1 | 0.33 | 0.38 | -20
Cc1ccc(C(=O)NCCCN2CCOCC2)cc1N1CCCC1=O | 0.4 | -0.8 | -53
CCCCOC(=O)C(NC(=O)c1ccccc1)=C(C)C | 0.05 | -0.22 | 14
CC(OC(=O)c1ccc2c(c1)C(=O)N(Cc1ccncc1)C2=O)C(=O)Nc1cccc(Cl)c1Cl (configuration not stated) | -0.59 | -0.2 | /
OC(CN1CCN(c2ccccc2)CC1)c1ccc2c(c1)CCN2 (configuration not stated) | 0.31 | 0.37 | /
COc1ccc(S(C)(=O)=O)cc1S(C)(=O)=O | 0.31 | -0.45 | -236
CC(C)OCCCNC(=O)c1sc(=S)n(C)c1N | -0.71 | 0.3 | 54
COc1cccc(OC)c1C(=O)NC(=S)NCc1ccco1 | / | / | 0
CC1CCCC(NC(=O)COC(=O)Cc2c[nH]c3ccccc23)C1C (configuration not stated) | / | / | -62
N#Cc1ccc(C(=O)Nc2ccn(-c3ccccc3)n2)cc1 | -0.62 | -0.31 | -26
CCCCOC(=O)n1c(SCC(=O)N(C)C)nc2ccccc21 | -0.79 | -0.47 | 0
CC1CCc2nc3ccc(S(=O)(=O)N4CCC(C(=O)NC5CCCC5)CC4)cc3c(C(=O)O)c2C1 (configuration not stated) | 0.05 | 1.4 | /
Cc1cc(C)nc(N2CCCC(C(=O)Nc3nnc(C(C)C)s3)C2)n1 (configuration not stated) | -1 | -0.17 | 66
Cn1ncc(Cl)c1C(=O)NC(=S)Nc1sc2c(c1C#N)CCCCC2 | 0.08 | 2.2 | /
O=C(Nc1nccs1)C1CC(=O)N(c2ccc(Cl)cc2)C1 (configuration not stated) | / | / | -41
C=CCc1cc(C)ccc1OCCn1ccnc1 | -0.68 | -1.3 | -44

Bioassay records as filed in PubChem.
